High-throughput results deposited in PubChem by several laboratories.
PfHsp40 yeast = rescue of yeast from PfHsp40 toxicity, primary screen, S. cerevisiae, ATP luminescence; S. cerevisiae expressing PfHsp40, growth rescue; growth rescue, % at 12.5 µM; actives 0.68% (n = 340,000); AID 504582, 2011; in the data active = growth rescue above about 28%, passing the limit was not always enough; inconclusive = no clear call, values can overlap the other calls;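 also: yeast W303a lacking pdr1 and pdr3 grown in galactose medium; growth measured after three days at 30 °C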
TcdB GH inh = TcdB glycohydrolase inhibitors, primary screen, biochemical, single point, plate reader | Toxin B (Clostridioides difficile), P18177 | TcdB glycohydrolase enzymatic assay | inhibition, % at 9.99 µM | actives 0.24% (n = 350,000); in the data active = inhibition above about 10%
3CLpro inhibitor = SARS-CoV 3CLpro protease inhibitors, primary screen, biochemical, quenched FRET | AID 1706, 2009 | recombinant SARS-CoV 3CLpro, quenched FRET peptide cleavage | inhibition, % at 6 µM | actives 0.14% (n = 290,000) | Replicase polyprotein 1ab (Severe acute respiratory syndrome coronavirus), P0C6X7; in the data active = inhibition above about 12%
Anthrax LF prot = Bacillus anthracis LF protease inhibitors, primary screen, biochemical, multiplex microsphere, MLPCN library; inhibition, % at 10 µM; AID 588501, 2011; Lethal factor (Bacillus anthracis), P15917; actives 0.12% (n = 360,000); multiplex microsphere protease cleavage assay; in the data active = inhibition above about 30%; inconclusive = no clear call, values can overlap the other calls; also: plate controls were buffer without enzyme for full effect and enzyme alone for no effect
SSB-PriA inh = inhibitors of Klebsiella pneumoniae PriA binding to SSB C-terminal tail, primary screen, biochemical, AlphaScreen; inhibition, % at 33 µM; PriA–SSB C-terminal tail interaction (Klebsiella pneumoniae); actives 0.6% (n = 430,000); AID 1272365, 2023; AlphaScreen SSBct-PriA binding, biotinylated peptide; in the data active = inhibition mostly above about 37%, no sharp cut-off; inactive = mostly below about 20%;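 also: plate controls were negative control peptide for no effect and reference peptide for full effect; strong numbers were not always called active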
MazF activator = activators of E. coli MazEF toxin-antitoxin RNase, primary screen, biochemical, fluorescence, uHTS. FAM/BHQ RNA-DNA oligo cleavage fluorescence, 5 h. activation, % at 20 µM. actives 0.32% (n = 350,000); in the data active = activation above about 50%
Target sequence (P0AE70 whole entry, looked up): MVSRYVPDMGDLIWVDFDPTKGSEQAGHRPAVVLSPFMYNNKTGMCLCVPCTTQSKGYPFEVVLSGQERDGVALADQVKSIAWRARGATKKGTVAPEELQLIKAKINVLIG
Vc quorum ag = inducers of Vibrio cholerae quorum light production without autoinducers, primary screen, BH1578 luxS cqsA deficient, single point | activation, % at 18.7 µM | actives 0.16% (n = 350,000) | V. cholerae BH1578 lux reporter, luminescence, 6 h | AID 588436, 2011; in the data active = activation mostly above about 9.7%, no sharp cut-off; inconclusive = no clear call, values can overlap the other calls; inactive = mostly below about 3.7%; also: not every result past the cut was called active; inactives centre near 0; reference of the scale not given here
VHR inh abs = VHR1 phosphatase inhibitors, primary screen, biochemical, absorbance, uHTS | recombinant VHR phosphatase, pNPP absorbance | inhibition, % at 13.3 µM | actives 0.52% (n = 290,000) | AID 1654, 2009; in the data active = inhibition above about 50%; also: some compounds called inactive have numbers as strong as hits
Target sequence (P51452 whole entry, looked up): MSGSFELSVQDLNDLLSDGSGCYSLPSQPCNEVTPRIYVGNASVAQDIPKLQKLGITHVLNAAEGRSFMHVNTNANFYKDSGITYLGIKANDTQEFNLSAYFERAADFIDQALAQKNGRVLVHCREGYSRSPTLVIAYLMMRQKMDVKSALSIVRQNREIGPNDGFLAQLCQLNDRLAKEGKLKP
Yp Topo-I inh = Yersinia pestis topoisomerase I inhibitors, primary screen, biochemical, cleavage product accumulation, plate reader, single point; Y. pestis Topo-I cleavage product accumulation; activity, % at 10 µM; actives 0.064% (n = 360,000); AID 504884, 2011; in the data active = activity above about 50%, passing the limit was not always enough; inconclusive = no clear call, values can overlap the other calls; also: inactives centre near 2
Rv3671c inh = Rv3671c serine protease inhibitors, primary screen, biochemical, fluorescence polarization, M. tuberculosis H37Rv; P9WHR9; actives 0.048% (n = 320,000); inhibition, % at 5.96 µM; AID 2606, 2010; in the data active = inhibition above about 38%;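 also: extracellular domain of Rv3671c used as enzyme; 0% = enzyme with DMSO and 100% = no enzyme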
Target sequence (P9WHR9 whole entry, looked up, the tested form may be a part): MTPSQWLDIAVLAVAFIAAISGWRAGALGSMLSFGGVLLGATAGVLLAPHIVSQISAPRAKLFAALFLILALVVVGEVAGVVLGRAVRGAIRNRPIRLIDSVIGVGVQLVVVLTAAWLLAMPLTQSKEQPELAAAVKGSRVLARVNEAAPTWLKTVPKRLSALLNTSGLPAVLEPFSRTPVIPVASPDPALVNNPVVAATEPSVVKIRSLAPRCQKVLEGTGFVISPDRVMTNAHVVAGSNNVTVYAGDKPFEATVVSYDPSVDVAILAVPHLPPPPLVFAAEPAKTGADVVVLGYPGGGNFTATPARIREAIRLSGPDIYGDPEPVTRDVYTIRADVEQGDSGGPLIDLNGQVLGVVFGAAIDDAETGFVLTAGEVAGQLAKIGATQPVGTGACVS
Active calls of the source: *; & = joins results of further samples.

Screening Cc1cc(C(C)(C)C)cc(S(=O)(=O)Nc2ccc(O)c(C(=O)O)c2)c1C returned PfHsp40 yeast 4.6, 3CLpro inhibitor -0.1, Anthrax LF prot 0.1, SSB-PriA inh -11.3, MazF activator -1.6, Vc quorum ag inactive, VHR inh abs 29.6, Yp Topo-I inh 4.5 and Rv3671c inh -2.9.
For CC(C)Cn1c(SCC(=O)NC2CCCc3ccccc32)nc(O)cc1=O (stereo not drawn) the results were PfHsp40 yeast 1.3, 3CLpro inhibitor 3.0, Anthrax LF prot -0.3, SSB-PriA inh -0.7, MazF activator -3.5, Vc quorum ag -0.3, VHR inh abs 18.8, Yp Topo-I inh -5.5 and Rv3671c inh -9.8.
Screening N#C/C(=C/C1=C(N2CCOCC2)C(=C/c2cccc([N+](=O)[O-])c2)/CC1)C(=O)Nc1ccccc1F returned PfHsp40 yeast -1.9, TcdB GH inh 1.0, Anthrax LF prot 10.6, SSB-PriA inh 9.1, MazF activator 636.5*, Vc quorum ag -4.5 and Yp Topo-I inh 27.7.
`CN1CC[C@]2(CCN3CCc4c(oc5ccccc45)[C@@H]3C2)N(C)C1=O` gave PfHsp40 yeast -1.1, TcdB GH inh 1.1, Anthrax LF prot -5.8, SSB-PriA inh -3.8, MazF activator 6.4, Vc quorum ag -3.6, Yp Topo-I inh 2.5 and Rv3671c inh -0.4.
`Cc1c(C(=O)NCc2ccccc2)sc(=O)n1Cc1ccccc1F` gave TcdB GH inh 0.3, Anthrax LF prot -16.3, Vc quorum ag inactive and Yp Topo-I inh 15.8.
CCN(CC)S(=O)(=O)c1ccc(Cl)c(NC(=S)NC(=O)C2CCCC2)c1 was read as PfHsp40 yeast 1.7, TcdB GH inh -0.8, Anthrax LF prot -8.1, SSB-PriA inh -7.8, MazF activator 2.8, Vc quorum ag inactive, Yp Topo-I inh 43.5 and Rv3671c inh -20.6.
For COc1ccc(NC(=O)N2CCCC(C(=O)NC(C)C)C2)cc1 (stereo not drawn) the results were PfHsp40 yeast 0.4, 3CLpro inhibitor 3.0, Anthrax LF prot -0.2, SSB-PriA inh -12.9, MazF activator -7.4, Vc quorum ag -0.6, VHR inh abs 26.8, Yp Topo-I inh 9.0 and Rv3671c inh 1.0.
Screening COc1ccccc1N(CC(=O)Nc1cc(C)on1)S(=O)(=O)c1ccc(Cl)cc1 returned PfHsp40 yeast 0.2, 3CLpro inhibitor 7.3, Anthrax LF prot -3.9, SSB-PriA inh -16.5, MazF activator -0.7, VHR inh abs 31.3, Yp Topo-I inh 8.2 and Rv3671c inh -2.8.
For O=C(NNC(=O)c1ccccc1[N+](=O)[O-])Nc1ccc(Cl)cc1 the results were PfHsp40 yeast 1.0, TcdB GH inh -2.4, 3CLpro inhibitor 1.2, Anthrax LF prot -0.7, SSB-PriA inh -23.4, MazF activator -7.7, Vc quorum ag 0.3, VHR inh abs 1.1, Yp Topo-I inh 7.9 and Rv3671c inh 6.9.
For CCc1ccc(/C=C2\SC(=S)N(CCCC(=O)NC3=NCCS3)C2=O)cc1 the results were TcdB GH inh -0.5, Anthrax LF prot 7.8, MazF activator -22.7, Vc quorum ag inactive and Yp Topo-I inh 5.1.
For COCCN(C(=O)COC(=O)COc1ccc2c(c1)CCC2)c1c(N)n(Cc2ccccc2)c(=O)[nH]c1=O the results were PfHsp40 yeast -1.4, TcdB GH inh 1.4, Anthrax LF prot -0.3, SSB-PriA inh -2.4, MazF activator 0.6, Vc quorum ag 5.6, Yp Topo-I inh 11.2 and Rv3671c inh 0.0.
Screening CCC1CCCCN1C(=O)COC(=O)CSc1ccc(C(N)=O)cc1[N+](=O)[O-] (stereo not drawn) returned PfHsp40 yeast 0.1, TcdB GH inh 0.3, Anthrax LF prot 1.4, SSB-PriA inh 7.7, MazF activator 9.3, Vc quorum ag -0.2, Yp Topo-I inh -3.5 and Rv3671c inh -9.3.
For O=[N+]([O-])c1cnc(Nc2ccc(Cl)cn2)c([N+](=O)[O-])c1 the results were PfHsp40 yeast 0.1, TcdB GH inh 1.2, 3CLpro inhibitor 0.1, Anthrax LF prot -8.4, SSB-PriA inh 31.7, MazF activator 3.4, Vc quorum ag -0.4, VHR inh abs 30.0, Yp Topo-I inh -1.4 and Rv3671c inh 5.6.
For O=C(CN1CCN(c2ccccn2)CC1)Nc1ccccc1Br the results were PfHsp40 yeast 0.4, TcdB GH inh 1.8, 3CLpro inhibitor 2.7, Anthrax LF prot 16.4, SSB-PriA inh -9.4, MazF activator 2.0, Vc quorum ag 5.6, VHR inh abs 23.3, Yp Topo-I inh 22.6 and Rv3671c inh -10.2.
`COCCCn1c(C(=O)NCCN2CCOCC2)cc2c(=O)n3ccccc3nc21` gave PfHsp40 yeast 44.4*, TcdB GH inh -0.2, 3CLpro inhibitor 7.8, Anthrax LF prot -3.6, SSB-PriA inh -1.6, MazF activator 3.4, Vc quorum ag inactive, VHR inh abs 17.9, Yp Topo-I inh 1.3 and Rv3671c inh -3.0.
For CC(Sc1n[nH]c(-c2cccs2)n1)C(=O)Nc1ccc(C(N)=O)cc1 (stereo not drawn) the results were PfHsp40 yeast -0.5, TcdB GH inh 0.9, Anthrax LF prot 5.6, SSB-PriA inh -1.7, MazF activator -0.3, Vc quorum ag -1.5, Yp Topo-I inh 2.9 and Rv3671c inh -6.2.
For CSc1ccc(OC2CCCCC2NS(=O)(=O)c2ccc(Cl)cc2)cc1 (stereo not drawn) the results were PfHsp40 yeast -0.3, TcdB GH inh 0.2, 3CLpro inhibitor 4.1, Anthrax LF prot -1.0, SSB-PriA inh -19.6, MazF activator -0.4, Vc quorum ag -1.4, VHR inh abs -4.8, Yp Topo-I inh 28.5 and Rv3671c inh -9.7.
O=C1NCCN1c1ccccc1 was read as PfHsp40 yeast -0.4, TcdB GH inh -0.4, Anthrax LF prot -2.0, SSB-PriA inh -6.6, MazF activator 17.5, Vc quorum ag inactive and Yp Topo-I inh -3.9.
`O=C(COc1ccccc1)Nc1ccccc1F` gave PfHsp40 yeast 1.3, TcdB GH inh -0.1, 3CLpro inhibitor -1.2, SSB-PriA inh -15.1, MazF activator -9.8, Vc quorum ag -0.9, VHR inh abs -15.7, Yp Topo-I inh -0.6 and Rv3671c inh 4.4.
For Cc1ccc(C(=O)N2CCOCC2)cc1Cl the results were PfHsp40 yeast 0.1, 3CLpro inhibitor -5.9, Anthrax LF prot 8.4, SSB-PriA inh -15.1, MazF activator -1.9, Vc quorum ag -1.3, VHR inh abs 25.6, Yp Topo-I inh 3.8 and Rv3671c inh 3.3.
For Cc1cccc(-c2noc(-c3ccno3)n2)c1 the results were PfHsp40 yeast -0.1, TcdB GH inh 0.7, 3CLpro inhibitor 0.1, Anthrax LF prot -0.2, SSB-PriA inh -13.4, MazF activator 4.5, Vc quorum ag -0.3, VHR inh abs 24.6, Yp Topo-I inh -7.6 and Rv3671c inh 4.0.
Screening COc1ccc([N+](=O)[O-])cc1NCc1cccc([N+](=O)[O-])c1 returned PfHsp40 yeast 0.3, TcdB GH inh 1.4, 3CLpro inhibitor 6.0, Anthrax LF prot -0.8, SSB-PriA inh 15.2, MazF activator -1.0, Vc quorum ag inactive, VHR inh abs 5.5, Yp Topo-I inh 0.1 and Rv3671c inh 1.2.
Screening Cc1ccc(/C=N/NC(=O)c2csc3c2CCCC3)cc1 returned PfHsp40 yeast 3.1, 3CLpro inhibitor 4.2, Anthrax LF prot -2.4, MazF activator 7.9, Vc quorum ag inactive, VHR inh abs -4.7, Yp Topo-I inh 8.8 and Rv3671c inh -9.9.
`CCCCn1c(N)c(C(=S)NC(=O)CC(C)C)c(=O)n(C)c1=O` gave PfHsp40 yeast -0.9, 3CLpro inhibitor 2.0, Anthrax LF prot -1.0, SSB-PriA inh -3.9, MazF activator 4.8, Vc quorum ag -0.2, VHR inh abs 7.8 and Yp Topo-I inh 5.3.
`CCOC(=O)N1CCN(C(=O)CSCC(=O)N=c2sc3cc(OC)ccc3n2C)CC1` gave PfHsp40 yeast -1.2, TcdB GH inh -4.5, Anthrax LF prot -4.3, SSB-PriA inh -4.9&-16.0, MazF activator 7.6, Vc quorum ag 0.5 and Yp Topo-I inh 1.8.
Cc1c(/C=N/O)c2ccccn2c1C=O was read as PfHsp40 yeast 0.4, TcdB GH inh 2.0, 3CLpro inhibitor -0.5, Anthrax LF prot 1.6, MazF activator 10.8, Vc quorum ag -0.2, VHR inh abs 10.6, Yp Topo-I inh -1.1 and Rv3671c inh 1.7.
COc1ccc(-c2nnc(SCC(=O)NC(=O)NCc3ccccc3)o2)cc1 was read as PfHsp40 yeast -1.2, 3CLpro inhibitor -8.4, Anthrax LF prot -1.5, SSB-PriA inh -27.6, MazF activator -7.1, Vc quorum ag inactive, VHR inh abs -6.6, Yp Topo-I inh 28.8 and Rv3671c inh 0.0.
For O=C(NCCN1CCOCC1)c1ccc2c(c1)ncn2C1CCCC1 the results were PfHsp40 yeast -0.6, TcdB GH inh 0.2, 3CLpro inhibitor 1.3, Anthrax LF prot 1.2, SSB-PriA inh -1.3, MazF activator 14.6, Vc quorum ag -0.2, VHR inh abs -7.3, Yp Topo-I inh -6.1 and Rv3671c inh -6.2.
Cc1cc(SCC(=O)OCC(=O)NC(C)c2ccccc2)c(C)cc1Br (stereo not drawn) was read as PfHsp40 yeast -0.9, 3CLpro inhibitor 6.3, Anthrax LF prot -1.7, SSB-PriA inh -9.2, MazF activator -2.8, Vc quorum ag inactive, VHR inh abs 5.7, Yp Topo-I inh 33.6 and Rv3671c inh -24.4.
`CC1(Cc2ccc(Cl)cc2)C(=O)Nc2ccc(-c3ccc(F)c(Cl)c3)cc21` (stereo not drawn) gave TcdB GH inh -0.3, Anthrax LF prot 0.2, Vc quorum ag inactive and Yp Topo-I inh 7.9.
For CC(C)(C)NC(=O)C(c1ccccc1)N(C(=O)C1CSC(=O)C1)c1ccccc1 (stereo not drawn) the results were PfHsp40 yeast -0.1, 3CLpro inhibitor 5.2, Anthrax LF prot -0.5, SSB-PriA inh -4.7, MazF activator 3.7, Vc quorum ag inactive, VHR inh abs -10.9, Yp Topo-I inh 1.2 and Rv3671c inh -5.8.
`O=C(O)C(=O)/C(=C\c1cccc2ccccc12)c1ccc2ccccc2n1` gave PfHsp40 yeast -0.5, 3CLpro inhibitor 5.7, Anthrax LF prot 6.1, SSB-PriA inh -7.7, MazF activator 0.8, Vc quorum ag -0.3, VHR inh abs 23.2, Yp Topo-I inh 4.5 and Rv3671c inh 12.2.
Screening COC(=O)C1=CN(Cc2ccc(OC)c(OC)c2)C=C(C(=O)OC)C1c1ccccc1F returned PfHsp40 yeast 2.0, TcdB GH inh 3.2, 3CLpro inhibitor 7.8, Anthrax LF prot 6.1, SSB-PriA inh -67.4, MazF activator 3.8, Vc quorum ag -0.6, VHR inh abs -3.6 and Yp Topo-I inh 36.9.
Screening COc1ccccc1NC(=O)Nc1nc(CC(=O)NCc2ccc(F)cc2)cs1 returned PfHsp40 yeast 0.7, TcdB GH inh -1.1, Anthrax LF prot inconclusive, SSB-PriA inh -2.6, MazF activator 3.5, Vc quorum ag -2.2, Yp Topo-I inh -0.2 and Rv3671c inh -4.6.

A portion of the library. The share of hits here may be higher or lower than overall.
